# KB-3-1 cytotox – kills parental KB-3-1 adenocarcinoma cells. KB-3-1 viability, CellTiter-Glo ATP luminescence, 72 h. Potency, µM (titrated, usually from 46.1 µM), for the others: at the top dose activity change, negative = cytotoxic, usual class: cytotoxic. 400,000 compounds, 1.4% hits; further: on the % scale 0 is the no-effect control and ±100 the full control effect; nearly all actives have a fitted effect of over 60% in size
#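 72 h, 37 °C compound treatment of KB-3-1 parental cells; CellTiter-Glo added, 10 min, luminescence read. Data corrected against DMSO-only plates and normalized before curve fitting.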
# GLP-1R inv ag – inverse agonists of human GLP-1 receptor. P43220. HEK293 GLP-1R CRE-luciferase, luminescence, 24 h; GLP-1R form is constitutively active. Potency, µM (doses to about 38.3 µM), inactives show at the highest dose activity change, negative = inhibition, actives largely listed as inhibitors. 410,000 compounds, 1.6% hits. AID 624417; further: on the % scale 0 is the no-effect control and ±100 the full control effect; nearly all actives have a fitted effect of over 55% in size
# Target sequence (P43220 whole entry, looked up): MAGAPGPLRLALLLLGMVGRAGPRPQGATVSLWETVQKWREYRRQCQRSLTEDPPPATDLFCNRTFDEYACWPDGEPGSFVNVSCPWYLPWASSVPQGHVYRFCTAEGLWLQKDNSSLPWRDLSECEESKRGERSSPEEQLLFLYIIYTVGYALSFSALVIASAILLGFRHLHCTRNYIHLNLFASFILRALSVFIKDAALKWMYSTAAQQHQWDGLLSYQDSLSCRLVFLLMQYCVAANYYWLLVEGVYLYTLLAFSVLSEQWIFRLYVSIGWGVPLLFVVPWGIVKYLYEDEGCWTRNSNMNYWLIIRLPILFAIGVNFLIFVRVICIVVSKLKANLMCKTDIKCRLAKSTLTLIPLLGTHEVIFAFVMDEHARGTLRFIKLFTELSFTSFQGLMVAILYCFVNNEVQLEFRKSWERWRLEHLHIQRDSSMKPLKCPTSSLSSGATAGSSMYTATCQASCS
#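 Using stably transfected HEK293 (constitutively active GLP-1R, cAMP-luciferase reporter), compounds were incubated 24 hr and luciferase measured by luminescence.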
# HEK293 tox – cytotoxicity in counter-screen for GLP-1R inverse agonists. HEK293 cAMP-luciferase reporter cells, luminescence, 24 h. Potency, µM (titrated, usually from 38.3 µM), for inactives: top-dose activity change, negative = inhibition, usual class: inhibitors. 410,000 compounds, 0.13% hits. AID 624418;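 further: loss of luciferase light is scored as toxicity; on the % scale 0 is the no-effect control and ±100 the full control effect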
#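 Luminescence readout: signal drop marks cytotoxicity. Plated cells grew 12 h at 37 °C, 5% CO2, received 23 nL compound for 24 h, then got luciferase reagent, read after 12 min at RT.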
# HT1080 IDH1KD tx – kills HT-1080 cells with IDH1 knockdown | Potency, µM (doses to about 46.1 µM), inactives show top-dose activity, negative = toxicity, most hits filed as cytotoxic | HT-1080 IDH1 knockdown viability, ATP luminescence, 48 h | 360,000 compounds, 2% hits | AID 686971;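 further: 0% = DMSO wells and -100% = cell-free medium wells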
#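 HT-1080-IDH1KD cells (IDH1 knocked down), 750/well in RPMI with 5% FBS, treated with compound 48 h at 37 degrees C. Viability by CellTiter-Glo luminescence, normalised to DMSO and no-cell wells; concentration-response curves classed.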
# SW480 rerep – induces DNA re-replication in SW480 colon adenocarcinoma cells; AID 624297; Potency, µM (highest dose often 46.1 µM), without a hit: top-dose re-replication activation, hits mostly activators; 340,000 compounds, 1.8% hits; SW480 DNA re-replication, Hoechst DNA content imaging, 48 h; further: % of control where 0% means no effect; nearly all actives have a fitted effect of over 55% in size
#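 Cells (250 per well) received 23 nL compound or DMSO by pin tool and were kept 48 hr at 37 C, 5% CO2. Nuclei were then stained with Hoechst for 40 min and scanned for DNA content.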
# KB-V1 cytotox – KB-V1 MDR subline cytotoxicity. Potency, µM (series often up to 46.1 µM), without a hit: at the top dose activity change, negative = cytotoxicity, most hits filed as cytotoxic. AID 1347076. 400,000 compounds, 3.4% hits. KB-V1 MDR cells viability, CellTiter-Glo, 72 h; further: on the % scale 0 is the no-effect control and ±100 the full control effect; nearly all actives have a fitted effect of over 60% in size
#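 Cells of the MDR subline KB-V1 are plated, dosed with compound at multiple concentrations, and incubated 72 h at 37 degrees C; CellTiter-Glo is then added and luminescence read after 10 min.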
# GLP1R ag – GLP-1 receptor (human) agonism; HEK293 GLP-1R CRE-luciferase, luminescence, 4-6 h; cells express a hypersensitive GLP-1R form; P43220; 380,000 compounds, 0.007% hits; Potency, µM (top dose mostly 45.6 µM), inactives show at the top dose activation, actives largely listed as activators; AID 624172; further: % of control where 0% means no effect
# HT1080NT lethal – kills 2HG-producing HT-1080-NT fibrosarcoma cells | AID 686970 | HT-1080-NT fibrosarcoma viability, CellTiter-Glo ATP luminescence, 48 h | Potency, µM (titrated, usually from 46.1 µM), for inactives: at the highest dose activity, negative = less viability, actives largely listed as cytotoxic | 360,000 compounds, 1.6% hits;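 further: NT is the 2HG producing partner of a matched IDH1 knockdown line; 0% = DMSO-treated cells and -100% = media-only wells without cells; nearly all actives have a fitted effect of over 55% in size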
#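 Toxicity toward the 2HG-producing NT line was scored as %Activity, normalised to DMSO and no-cell wells, from CellTiter-Glo luminescence after 48 hours' treatment.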
# TDP43 rescue – TDP-43 toxicity inhibition in yeast; Potency, µM (highest dose often 46.1 µM), inactives show at the top dose growth rescue (activation), hits mostly activators; 410,000 compounds, 1.8% hits; AID 652104; TDP-43 expressing yeast growth rescue, BacTiter-Glo, 24 h; further: % of control where 0% means no effect; nearly all actives have a fitted effect of over 50% in size
#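 Yeast cells expressing TDP-43 under galactose induction are exposed to compounds for 24 hr at 30 deg C. BacTiter-Glo luminescence measures growth, so protective compounds score as activators.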
# Starred values were filed as active, the others as inactive; ? = inconclusive; / = no result given; & = joins results of further samples; [ ] = dose if it differs, or a comment. The call rests on the fitted dose curve; in most records, active means well fitted curve in the direction sought with a large enough effect; inconclusive means small, poorly fitted or top-dose-only effect, or another doubt; inactive means no such curve, though single readings can be large; an effect the other way counts as inactive or inconclusive. Potency means the concentration at half of the fitted maximal effect. The order is random. Share with any hit: about 9.4%.
SMILES,KB-3-1 cytotox,GLP-1R inv ag,HEK293 tox,HT1080 IDH1KD tx,SW480 rerep,KB-V1 cytotox,GLP1R ag,HT1080NT lethal,TDP43 rescue
O=C(c1cccc(S(=O)(=O)N2CCCCC2)c1)N1CCc2ccccc21,-19%,?,2%,-15%,14%,-5%,7%,-6%,-7%
COCCN(C(=O)CCc1ccccc1OC)c1nnc(-c2cccnc2)s1,-1%,-30%,-42%,4%,-28%,-6%,-1%,1%,11%
O=C(NCC1CCCCC1)NCC1CCCCC1,0%,16%,0%,7%,5%,?,6%,6%,0%
O=C(NCCCn1ccnc1)/C(=C/c1ccc(Cl)cc1)NC(=O)c1ccccc1,7%,-5%,-4%,4%,4%,1%,4%,-2%,-6%
CCC(C)NC(=O)Cn1c(=O)n(-c2ccc(Cl)c(Cl)c2)c(=O)c2c(C)c(C(=O)N(CC)CC)sc21 (stereo not given),5%,2%,-12%,/,/,2%,/,/,11%
Cc1ccc(-c2c(C#N)c(N)n(-c3ccc(Cl)cc3)c(=O)c2C#N)cc1,0%,21%,-9%,8%,/,-1%,-4%,19%,21%
CCOC(=O)C(C)(C)Sc1nc2c(cnn2-c2ccc(Cl)cc2)c(=O)[nH]1,4%,-18%,-12%,-13%,0%,-9%,-1%,-7%,0%
FC(F)(F)c1cccc(N2CCN(c3nnnn3-c3ccccc3)CC2)c1,-15%,?,-9%,-4%,11%,?,3%,2%,?
Fc1ccc(C2CC(c3cccs3)=NN2c2ccccc2)cc1 (stereo not given),-4%,?,119%[activator][7.66 µM],-17%,?,-8%,9%,?,18%[9.22 µM]
CCC(C)CN1C(=O)CN(S(C)(=O)=O)CC1(C)C(=O)Nc1ccc2c(c1)OCCO2 (stereo not given),1%,22%,10%,21%,/,-12%,/,-1%,-2%

# 3 entries from above, sorted by SMILES length, smallest number first:
SMILES,KB-3-1 cytotox,GLP-1R inv ag,HEK293 tox,HT1080 IDH1KD tx,SW480 rerep,KB-V1 cytotox,GLP1R ag,HT1080NT lethal,TDP43 rescue
FC(F)(F)c1cccc(N2CCN(c3nnnn3-c3ccccc3)CC2)c1,-15%,?,-9%,-4%,11%,?,3%,2%,?
O=C(c1cccc(S(=O)(=O)N2CCCCC2)c1)N1CCc2ccccc21,-19%,?,2%,-15%,14%,-5%,7%,-6%,-7%
CCC(C)CN1C(=O)CN(S(C)(=O)=O)CC1(C)C(=O)Nc1ccc2c(c1)OCCO2 (stereo not given),1%,22%,10%,21%,/,-12%,/,-1%,-2%

# Returning to the listing, repeating the 2 entries before the break.
SMILES,KB-3-1 cytotox,GLP-1R inv ag,HEK293 tox,HT1080 IDH1KD tx,SW480 rerep,KB-V1 cytotox,GLP1R ag,HT1080NT lethal,TDP43 rescue
Fc1ccc(C2CC(c3cccs3)=NN2c2ccccc2)cc1 (stereo not given),-4%,?,119%[activator][7.66 µM],-17%,?,-8%,9%,?,18%[9.22 µM]
CCC(C)CN1C(=O)CN(S(C)(=O)=O)CC1(C)C(=O)Nc1ccc2c(c1)OCCO2 (stereo not given),1%,22%,10%,21%,/,-12%,/,-1%,-2%
Cc1nc(Cc2ccc(OC(C)C)cc2)[nH]c(=O)c1CC(=O)O,3%,23%,4%,-1%,-3%,-2%,-1%,2%,1%
O=C1c2[nH]nc(-c3ccccc3O)c2C(c2cccc(OCc3ccccc3)c2)N1CCCO (stereo not given),1%,?,-24%,/,/,-5%,/,/,0%
Cc1ccc(S(=O)(=O)NCCSc2ccccc2)cc1[N+](=O)[O-],-7%,?,-6%,-10%,-3%,-12%,5%,-7%,?
COc1ccc(CC(=O)O/N=C(\N)c2ccc(C)cc2)cc1,6%,?,13%,-3%,1%,-3%,?,-4%,7.9µM*
Cc1cnc(NC(=O)c2ccc(OCC3CCCO3)cc2)s1 (stereo not given),1%,5µM*,2%,1%,5%,?,-5%,1%,24%
Cc1ccc(N(Cc2ccccc2)C(=O)CN2C(=O)NC3(CCCC3)C2=O)cc1,-9%,?,1%,-1%,6%,-6%,2%,-4%,-15%
Cc1nc2ccc(NC(=O)c3ccc(Cl)s3)cc2s1,3%,8%,-6%,-28%,-4%,-2%,-7%,-17%,19%
CCC(=O)NC(Nc1ncc(C)s1)(C(=O)OC)C(F)(F)F (stereo not given),5%,13%,9%,-6%,-16%,6%,-11%,1%,-5%
CCc1cccc(C)c1NC(=O)CCCn1c(=O)c2cccn2c2cccnc21,9%,14%&1%,-1%&0%,19%,2%,-21%,-2%,8%,11%&5%
COc1cccc(CNC(=O)[C@@H]2CCCN2C(=O)[C@@H]2CCCN2S(=O)(=O)c2ccc(OC)c(C)c2)c1,24%,25%,-4%,5%,/,-1%,-1%,4%,23%
Cc1ccc(F)cc1NC(=O)C1CCCN(c2ncccn2)C1 (stereo not given),4%,14%,3%,-5%,-4%,?,-11%,7%,0%
CC(C)=C1SC(N2CCN(c3cccc(Cl)c3)CC2)=NC1=O,2%,17%,-22%,-18%,0%,-17%,-4%,-4%,?
COc1ccc(-c2nc(CS(=O)CC(=O)NC3CCCCC3)c(C)o2)cc1 (stereo not given),17%,6%,-14%,1%,-5%,15%,-5%,2%,13%
O=c1c(-c2ccnn2-c2cccc(Cl)c2)cnc2n1CCS2,-15%,0%,-19%,10%,-5%,0%,0%,15%,1%
Cc1cc(C)c(C)c(S(=O)(=O)N2CCN(CC(=O)Nc3sccc3C#N)CC2)c1C,2%,?,10%,?,-56%[inhibitor],?,2%,-13%,-6%
CC1=CC(c2ccccc2)n2nc(NC(=O)CCC(=O)O)nc2N1 (stereo not given),6%,16%,48%[activator],17%,4%,20%,-2%,29%,-16%
Cc1ccc(Cn2c(CN3CCC(C(=O)NCCc4ccccc4)CC3)cc3ccccc32)cc1,-9%,?,?,/,/,17%,/,/,0%[9.22 µM]
COC(=O)c1cc(-c2cccc(OC)c2)c2c(=O)[nH]c(=O)n(C)c2n1,1%,84%[activator],5%,5%,-7%,-1%,18%,4%,-13%
O=C(O)c1ccccc1C(=O)NCc1cccnc1,15%,-1%,1%,4%,1%,-3%,3%,3%,13%
O=[N+]([O-])c1ccc2oc(-c3cccc(O)c3)nc2c1,27%,3%[7.66 µM],-3%[7.66 µM],-24%,-4%,?,0%,?,7.9µM*
O=C(Nc1ccccc1)Nc1ccc2ocnc2c1,-3%,11%,0%,30%,-10%,-20%,4%,12%,-1%[9.22 µM]
CNC(=S)Nc1ccc(N2CCCC2)c(S(=O)(=O)Nc2ccc(OC)cc2)c1,/,?,9%,-13%,?,/,-1%,-13%,-10%
O=C(NC1CCCCC1)C(=S)NCCc1ccccc1,-3%,?,1%,9%,-14%[1.84 µM],-6%,0%,15%,/
O=C(CCS(=O)(=O)c1ccc(Cl)cc1)Nc1nc(-c2cccnc2)cs1,?,6%,-6%,12%,/,-2%,-1%,0%,-2%
CC(C)OC(=O)c1cc(NC(=S)Nc2ccc([N+](=O)[O-])cc2)cc(C(=O)OC(C)C)c1,?,?,-24%,21µM*,?,?,1%,?,2%
Fc1cccc(CNC2CCN(CCc3ccccc3)CC2)c1,7%,?,0%,-4%,?,-7%,-2%,0%,17%
O=C1C2C3C=CC([C@@H]2C(=O)N1C1CCCCC1)[C@H]1C(=O)N(C2CCCCC2)C(=O)C31 (stereo not given in full),0%,-2%,-16%,11%,-7%,2%,-3%,12%,4%
Cc1cc(S(=O)(=O)NCC(C)C)ccc1OCC(=O)NC1CC1,0%,25%,0%,1%,-6%,-14%,11%,8%,-10%
CCOc1ccc(-c2csc(NNC3=NCCCCC3)n2)cc1,0%,23%,18%,-13%,3%,3%,6%,-6%,2%
Cc1nc(NC(=O)c2ccccc2)sc1C1(C)CC(c2c(Cl)cccc2Cl)=NO1 (stereo not given),?,?,-3%,-14%,12%[9.22 µM],-8%,3%,-10%,9%
CCN1C(=O)CSC1=Nc1ccc(Cl)c(Cl)c1,-1%,?,-1%,-13%,?,-6%,-5%,-20%,13µM*
Cc1cc(C(=O)N/N=C/c2ccncc2)c2ccccc2n1,1%,2%,5%,-25%,-23%,27%,2%,-3%,-10%
CCCCn1nnnc1C(c1ccccc1)N1CCN(c2ccc(C(F)(F)F)cn2)CC1 (stereo not given),?,?,-11%,?,/,?,9%,-1%,?
Cc1sc2ncnc(N3CCC(C(=O)N(C)CC(=O)Nc4ccc(Cl)c(C(F)(F)F)c4)CC3)c2c1C,21µM*,2.5µM*,?,16µM*,-423%[inhibitor],-13%,11%,?,?
O=C(CN1CCOCC1)NCc1cc([N+](=O)[O-])ccc1O,2%,23%,-20%,9%,?,?,-4%,9%,3%
CC(=O)c1ccc(NC(=O)COC(=O)c2ccc(F)cc2F)cc1,0%,9%,-2%,15%,-3%,8%,9%,17%,25%
Cn1c(=NC(=O)CS(=O)(=O)c2ccccc2)sc2cc(F)ccc21,0%,8%,8%,-2%,/,-4%,14%,-1%,-2%
CCc1ccc(NC(=O)C(C)OC(=O)CCC(=O)c2cccs2)cc1 (stereo not given),17%,24%,-9%,23%,-1%,0%,6%,19%,-30%[inhibitor]
Cc1ccc(C)c(NC(=S)N/N=C2\CCc3ccccc32)c1,?,?,?,?,11%,0%,-1%,-8%,?
Cc1ccnc(NS(=O)(=O)c2ccc(NC(=O)C34CC5CC(CC(C5)C3)C4)cc2)n1,-3%,-1%,11%,-6%,-11%,0%,-5%,-1%,-6%
COC(=O)[C@H](CCSC)NC(=O)NCc1ccccc1F,-3%,-6%,8%,1%,-13%,0%,18%,3%,-9%
CCOC(=O)C(NC(=O)N1CCCCC1)(c1ccccc1)C(F)(F)F (stereo not given),12%,?,13%,17%,1%,10%,2%,12%,23%
Cc1cc(-c2cccs2)n[nH]1,7%,9%,5%,9%,-2%,?,0%,20%,9%

# 3 entries from above, sorted by the value under GLP1R ag, falling.
Molecule	GLP-1R inv ag	SW480 rerep	GLP1R ag
CCc1ccc(NC(=O)C(C)OC(=O)CCC(=O)c2cccs2)cc1 (stereo not given)	24%	-1%	6%
Cc1cc(C(=O)N/N=C/c2ccncc2)c2ccccc2n1	2%	-23%	2%
CCN1C(=O)CSC1=Nc1ccc(Cl)c(Cl)c1	?	?	-5%

# From PubChem
